TSHR antag – blocks TSH signaling through the human TSH receptor; TSHR-expressing cells, TSH-stimulated cAMP HTRF, 2 h; hits give low values; P16473; activity change, negative = inhibition, % at 11.5 µM; hit rate 0.2% among 330,000;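 active = activity change below a set negative limit, meaning inhibition stronger than a set level, cut at about -70% in these data; inconclusive = activity change between two set negative limits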; also: % is scaled to controls: 0 for no effect and ±100 for the full control effect
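TSHR-expressing cells, 200/well, pre-treated with compound, then stimulated with EC80 TSH (4nM final) for 2 hours at 37 deg C. cAMP measured by competitive HTRF: anti-cAMP cryptate antibody in lysis buffer plus cAMP-d2, read after 30 minutes at room temperature.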
GALK inhibitor – galactokinase (human) inhibition; P51570; Purified GALK, Kinase-Glo residual ATP luminescence; Potency, µM (doses to about 57.5 µM), for inactives: at the top dose activity change, negative = inhibition, hits mostly inhibitors; hit rate 0.007% among 270,000; also: potency is read from the fitted curve at half-maximal effect; % is scaled to controls: 0 for no effect and ±100 for the full control effect
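5 nM enzyme, 35 uM ATP, 100 uM galactose, 20 mM HEPES pH8.0, 5 mM MgCl2; 1 h RT; residual ATP by Kinase-Glo Plus luminescence, qHTS format.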
USP2a inh – inhibitors of human ubiquitin-specific protease USP2a; O75604; USP2 core, Ub-CHOP2 coupled fluorogenic reporter, 485/531; Potency, µM (highest dose often 38.3 µM), for the others: at the highest dose activity change, negative = inhibition, hits mostly inhibitors; hit rate 0.01% among 330,000; AID 463254;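 also: potency is read from the fitted curve at half-maximal effect; plate controls were DMSO wells for no effect and full inhibition by NEM control for full effect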
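Deubiquitinase activity read as fluorescence (485/531 nm) after Ub-CHOP2 cleavage activates the enterokinase reporter on its substrate; USP2 core 10nM, Ub-CHOP2 and substrate 25nM each, 30min compound preincubation then 60min RT; data normalized to NEM, curves fitted.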
Menin-MLL TR inh – inhibitors of human menin-MLL interaction, mutant MLL peptide; Potency, µM (top dose mostly 61.6 µM), without a hit: at the highest dose FP activity change, negative = inhibition, usual class: inhibitors; hit rate 0.23% among 270,000; Menin + Texas Red MLL mutant peptide, fluorescence polarization; O00255; active = well fitted inhibition curve with a large enough effect in the polarisation, with a control signal flat, not every such curve was filed as active; inconclusive = small, poorly fitted or top-dose-only effect, or effect the other way, or a change in a side signal; inactive = no such curve, though single readings can be large or run the other way; the % refers to the polarisation; also: potency is read from the fitted curve at half-maximal effect; % of control where 0% means no effect; many of its hits are not listed in these tables
Target sequence (O00255 whole entry, looked up): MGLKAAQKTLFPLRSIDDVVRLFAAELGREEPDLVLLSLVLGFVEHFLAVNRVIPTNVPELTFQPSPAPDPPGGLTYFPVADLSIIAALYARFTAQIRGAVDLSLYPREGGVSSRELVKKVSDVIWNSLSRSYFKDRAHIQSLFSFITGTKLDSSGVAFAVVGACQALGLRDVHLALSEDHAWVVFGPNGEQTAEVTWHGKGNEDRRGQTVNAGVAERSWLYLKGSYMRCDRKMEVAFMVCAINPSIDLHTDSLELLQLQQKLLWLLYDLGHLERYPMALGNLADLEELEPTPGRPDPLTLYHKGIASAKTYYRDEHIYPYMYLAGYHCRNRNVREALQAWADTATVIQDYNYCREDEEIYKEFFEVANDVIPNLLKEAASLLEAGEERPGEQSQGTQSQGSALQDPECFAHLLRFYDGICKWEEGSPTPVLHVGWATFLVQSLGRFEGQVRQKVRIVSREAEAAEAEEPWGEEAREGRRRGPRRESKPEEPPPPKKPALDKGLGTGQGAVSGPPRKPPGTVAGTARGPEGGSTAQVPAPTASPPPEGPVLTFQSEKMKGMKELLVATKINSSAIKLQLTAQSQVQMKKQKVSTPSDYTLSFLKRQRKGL
MBNL1 CUG block – inhibitors of human MBNL1 binding to CUG repeat RNA | TR-FRET MBNL1-His/biotin-(CUG)12 binding, 665/545 ratio | Potency, µM (titrated, usually from 57.5 µM), for inactives: at the top dose activity change, negative = inhibition, most hits filed as inhibitors | hit rate 0.036% among 280,000 | AID 2675; active = well fitted inhibition curve with a large enough effect in the signal ratio, with a control signal flat, not every such curve was filed as active; inconclusive = small, poorly fitted or top-dose-only effect, or effect the other way, or a change in a side signal; inactive = no such curve, though single readings can be large or run the other way; the % refers to the signal ratio; also: potency is read from the fitted curve at half-maximal effect; % is scaled to controls: 0 for no effect and ±100 for the full control effect
Target sequence (Q9NR56 whole entry, looked up): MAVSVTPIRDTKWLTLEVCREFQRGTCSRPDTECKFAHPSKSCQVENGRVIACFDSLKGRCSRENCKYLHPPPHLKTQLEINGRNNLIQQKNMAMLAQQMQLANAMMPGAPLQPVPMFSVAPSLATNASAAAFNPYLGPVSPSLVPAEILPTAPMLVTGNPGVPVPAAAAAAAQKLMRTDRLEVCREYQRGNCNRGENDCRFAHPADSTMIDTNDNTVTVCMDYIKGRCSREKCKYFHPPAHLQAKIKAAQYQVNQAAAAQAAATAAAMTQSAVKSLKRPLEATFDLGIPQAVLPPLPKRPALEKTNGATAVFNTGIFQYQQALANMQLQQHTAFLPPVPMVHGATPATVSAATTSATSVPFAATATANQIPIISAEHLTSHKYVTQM
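Ratiometric TR-FRET (665 over 545 nm, excitation 340 nm) tracks disruption of MBNL1-His/biotin-(CUG)12 complex after 60 min at room temperature, with compounds at 92 nM to 58 uM final.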
hERG WT inh – KCNH2 (human, wildtype) channel inhibition. AID 720551. activity change, % at 1.84 µM. Q12809. U2OS, BacMam KCNH2, thallium flux FluxOr; hits give low values. hit rate 0.37% among 340,000;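 active = maximum activity change below -70%; inconclusive = maximum activity change between -70% and -50%; inactive = maximum activity change above -50%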; also: % is scaled to controls: 0 for no effect and ±100 for the full control effect
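U2OS cells were transduced with wild-type KCNH2 virus (2.03 x 10^8 / mL) for 4 h at room temperature, then cultured overnight at 37 C. Thallium flux was read with FluxOr dye. Rate constants were normalized to DMSO controls.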
PKM2 activator – PKM2 (human) enzyme activation; Potency, µM (highest dose often 57.5 µM), for inactives: at the highest dose activation, most hits filed as activators; P14618; hit rate 0.34% among 260,000; purified PKM2, Kinase-Glo ATP luminescence, activation; response scale: 0% is enzyme alone, no compound; also: potency is read from the fitted curve at half-maximal effect; % is scaled to controls: 0 for no effect and ±100 for the full control effect; nearly all actives have a fitted effect of over 55% in size
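hPK-M2, >95% pure; 0.1 mM ADP / 0.5 mM PEP final; imidazole pH7.2 buffer w/ 7 mM MgCl2, 50 mM KCl; 1 h RT; Kinase-Glo lum. Intermediate enzyme activity for dual inhibitor/activator qHTS.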
S-ASM inh – blocks human secretory acid sphingomyelinase; placental ASM, HMU-PC fluorogenic substrate, 60 min; hit rate 0.006% among 340,000; Potency, µM (titrated, usually from 57.5 µM), for inactives: at the highest dose activity change, negative = inhibition, most hits filed as inhibitors; AID 504937; P17405; also: potency is read from the fitted curve at half-maximal effect
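Human placenta-derived ASM enzyme was preincubated with compound for 10 minutes at room temperature, then given fluorogenic substrate HMU-PC0 (9 uM final) for 60 minutes at 37 °C; a pH 10 stop preceded fluorescence reading at Ex 386/Em 447 nm.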
Eya2 phos inh – Eya2 (human) phosphatase inhibition; O00167; recombinant Eya2, OMFP fluorescence dephosphorylation (OMFP is methylfluorescein phosphate); Potency, µM (doses to about 76.9 µM), for the others: at the highest dose activity, negative = inhibition, usual class: inhibitors; hit rate 0.006% among 330,000; also: potency is read from the fitted curve at half-maximal effect; % is scaled to controls: 0 for no effect and ±100 for the full control effect
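Eya2 (0.2 uM) preincubated 10 min at ambient with compound, then OMFP substrate added at 50 uM; 10 min reaction in 50 mM HEPES pH 7.5, 50 mM NaCl, 5 uM MgCl2, 0.05% BSA, 1 mM DTT. Fluorescence read at Ex 485/Em 525 nm.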
BCR signal inh – inhibitors of chronic active B-cell receptor signaling | ABC-DLBCL IkBa-CBG/CBR reporter, luminescence ratio, 4 h | Potency, µM (doses to about 46.1 µM), for inactives: at the highest dose ratio change, negative = lower green/red ratio, most hits filed as inhibitors | hit rate 0.05% among 340,000; active = well fitted inhibition curve with a large enough effect in the signal ratio, with a control signal flat, not every such curve was filed as active; inconclusive = small, poorly fitted or top-dose-only effect, or effect the other way, or a change in a side signal; the % refers to the signal ratio;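 also: potency is read from the fitted curve at half-maximal effect; plate controls were basal doxycycline-induced cells for no effect and cells given 10 µM MG132 for full effect; MG132 reads +100%, hits lower the ratio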
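TMD8 ABC-DLBCL cells carrying doxycycline-inducible green luciferase fused to IkappaBalpha plus unfused red luciferase were exposed to compounds (up to 46 uM) for 4 hrs at 37C. Activity came from the overlap-corrected green/red luminescence ratio.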
Mito fusion act – inhibitors of mitochondrial division or activators of mitochondrial fusion; Potency, µM (top dose mostly 46.1 µM), for inactives: at the top dose growth rescue (activation), hits mostly activators; hit rate 0.23% among 320,000; S. cerevisiae fusion-defective mutant growth rescue, CellTiterGlo 48 h; AID 485298;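 also: potency is read from the fitted curve at half-maximal effect; % of control where 0% means no effect; nearly all actives have a fitted effect of over 45% in size; temperature-sensitive fusion mutants such as fzo1-1 at 37 °C on non-fermentable ethanol glycerol medium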
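Luminescent cell viability in 1536-well qHTS format served as the measure of rescued growth in ts fusion-mutant S. cerevisiae cultured on non-fermentable YPEG for 48 hours at 37C.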
* marks the source's active call; other numbers are inactive results; i = inactive; ? = inconclusive; nt = no result given; [ ] = remark or other dose. Unless noted, calls follow the shape of the dose curve; as a rule, active = well fitted curve in the direction sought with a large enough effect; inconclusive = small, poorly fitted or top-dose-only effect, or another doubt; inactive = no such curve, though single readings can be large; an effect the other way counts as inactive or inconclusive. This is a subset; rates above refer to the full screens.

The line under a structure holds: PKM2 activator, USP2a inh, BCR signal inh, Eya2 phos inh, GALK inhibitor, hERG WT inh, MBNL1 CUG block, Menin-MLL TR inh, S-ASM inh, Mito fusion act, TSHR antag
- COc1ccc(-c2cc(C(F)(F)F)n3ncc(C(=O)N(C)Cc4ccccc4)c3n2)cc1
→ -3%, 1%, ?, -7%, -2%, 4, nt, -3%, 193%[activator], 18%, 9
- COc1ccc(CCNC(=O)CCS(=O)(=O)c2ccc3c(c2)oc(=O)n3C)cc1OC
→ nt, 2%, 1%, 2%, -5%, 8, -3%, nt, 3%, 1%, 1
- Cc1ccc(S(=O)(=O)N(C)CC(=O)O/N=C(\N)c2ccccn2)cc1
→ 0%, 3%, -12%, -1%, 0%, 7, -2%, -10%, 0%, 5%, -4
- O=C(OCc1nnc(-c2cccs2)o1)C1=NN(c2ccccc2)C(=O)CC1
→ nt, 0%, 3%, 4%, nt, 2, nt, nt, -1%, 2%, 4
- O=C(/C=C/c1ccco1)NC(=S)Nc1ccccc1O
→ -12%, 0%, ?, 2%, -3%, -1, 12%, 38%[activator], -3%, -9%, -6
- Cc1ccc(C)c(NC(=S)NCCCN2CCOCC2)c1
→ -1%, 2%, -13%, 0%, 8%, 1, -4%, 0%, 4%, 6%, 7
- Cc1ccc(OCC(=O)NNC(=O)CSc2ncnc3sc(C)c(C)c23)cc1
→ -6%, -11%, 11%, -4%, -3%, -10, -7%, -3%, 0%, 0%, 2
- COc1ccc(CCN(C)C(=O)CCNC(=O)c2ccc(Br)cc2)cc1OC
→ 0%, 0%, ?, -4%, -1%, 4, 1%, -24%, 0%, -4%, 1
- Cc1ccn2c(=O)nc(SCC(=O)N3N=C(c4cccs4)CC3c3ccc(F)cc3)nc2c1 (stereo unspecified)
→ nt, -5%, ?, 7%, nt, 15, nt, nt, -4%, 5%, -12
- CC(=O)N1N=C(c2ccc(C)o2)CC1c1ccc(F)cc1 (stereo unspecified)
→ 1%, 0%, 13%, -6%, -4%, -4, ?, 0%, 2%, 2%, 0
- C=CCN1C(=O)/C(=C\C=C2\N(C)c3ccccc3C2(C)C)SC1=S
→ 6%, 6%, 0%, 1%, 1%, i, 4%, ?, -6%, -1%, 2
- CCn1c(SCC(=O)OC2CCCCC2)nc2ccccc2c1=O
→ -7%, -7%, -3%, -18%, -2%, 5, 3%, -12%, -11%, 14%, -19
- O=C(Nc1ccc(S(=O)(=O)N2CCOCC2)cc1)C1CCN(S(=O)(=O)c2ccccc2)CC1
→ nt, 1%, -10%, 20%, nt, -4, nt, nt, -2%, 1%, 3
- CS(=O)(=O)CCC(C(=O)OCc1ccc(Br)cc1)N1C(=O)c2ccccc2C1=O (stereo unspecified)
→ -3%, 0%, 5%, -1%, 0%, 0, 6%, 15%, -2%, 1%, 5
- CCOc1ccccc1NC(=O)N1CCC(c2nc3ccccc3[nH]2)CC1
→ 3%, -1%, -1%, -12%, 3%, 12, -4%, 23%, 0%, -1%, 5
- COc1ccc(N(C(=O)c2snc(C(N)=O)c2N)C(C(=O)NCc2ccccc2)c2ccc(F)cc2)c(OC)c1 (stereo unspecified)
→ nt, -2%, -7%, -1%, 5%, 0, -18%, 29%, 73%[activator][11.5 µM], 1%, -11
- Cc1onc(C(=O)Nc2ccc(OC(F)(F)F)cc2)c1[N+](=O)[O-]
→ nt, 3%, ?, 1%, 1%, -2, 9%, nt, 4%, 0%, -3
- COc1cc(CN2CC(C)CC(C)C2)cc([N+](=O)[O-])c1O (stereo unspecified)
→ -7%, 6%, 9%, -8%, 1%, -3, nt, -3%, -1%, -5%, 7
- O=c1c2c(nc3n1CCCCC3)-c1ccccc1CC21CCCCC1
→ -1%, 3%, 1%, 7%, -1%, -7, -4%, 1%, -2%, 7%, -13
- NC(=O)NC(=O)CN1c2cccc3cccc(c23)S1(=O)=O
→ 3%, 2%, 2%, -3%, -1%, 10, 8%, ?, 19%, -6%, 0
- Cc1ccc(S(=O)(=O)N2CCC(C(=O)Nc3ccc4c(c3)COC4=O)CC2)cc1
→ -3%, -1%, ?, 5%, 6%, 7, 3%, -1%, -5%, -2%, 1
- C=CCn1c(CNC(=O)c2ccccc2F)nnc1SCC(=O)NC(C)c1ccccc1 (stereo unspecified)
→ -2%, -1%, -8%, -8%, 0%, -17, -4%, -2%, -2%, 5%, 3
- CS(=O)(=O)N1CCN(c2ccc(C(=O)N3CCOCC3)cc2[N+](=O)[O-])CC1
→ 1%, 2%, -1%, -23%, -2%, nt, ?, 10%, 3%, 4%, -10
- O=C(CN(C(=O)c1csnn1)c1ccccc1Cl)NCCc1ccccc1
→ 3%, -2%, 0%, -6%, 17%, -4, -6%, -9%, -1%, 16%, -3
- CCOC(=O)c1sc(/N=C/c2ccc(O)cc2O)cc1C
→ 0%, -2%, ?, 3%, -2%, -1, -4%, -5%, 4%, 2%, -4
- CC(C)(C)C(=O)Cn1c[n+](N)cn1
→ -5%, 5%, 2%, -22%, 2%, -11, -4%, 1%, 0%, -1%, -5
- Cc1cccc(C(=O)NCC2CCCO2)c1 (stereo unspecified)
→ 1%, 3%, -9%, 4%, -2%, -11, -5%, 20%, 0%, -2%, -1
- CCc1ccc(C(CC(=O)c2ccc(Cl)cc2)C(=O)O)cc1 (stereo unspecified)
→ -1%, -1%, -2%, -2%, -3%, 4, 0%, nt, -3%, 3%, 14
- Cc1ccc(OCC(=O)N2c3ccccc3NC(=O)C2(C)C)c([N+](=O)[O-])n1
→ -3%, 0%, 5%, ?, -1%, 22, ?, -1%, 12%, -1%, 6
- COc1ccc(C(=O)Nc2nc(-c3ccc([N+](=O)[O-])cc3)c(-c3ccc(OC)cc3)s2)cc1
→ -6%, 9%, -4%, 24%, 2%, -21, -15%, -1%, -1%, 1%, -24
- CN(C)c1cccc(C(=O)NNC(=O)CN2C(=O)C3CC=CCC3C2=O)c1 (stereo unspecified)
→ nt, 0%, 9%, 4%, nt, 12, nt, nt, 16%, nt, -3
- Cc1ccc(C)c(N2CN(Cc3cccnc3)CNC2=S)c1
→ 0%, -6%, -7%, -7%, 1%, -2, -18%, -1%, 5%, -8%, 4
- COc1cc(C=NNC(=O)c2cccnc2)ccc1OC(=O)c1ccccc1F
→ nt, 3%, -1%, -17%, nt, 7, nt, nt, -7%, nt, -11
